HT1080NT lethal = kills 2HG-producing HT-1080-NT fibrosarcoma cells | HT-1080-NT fibrosarcoma viability, CellTiter-Glo ATP luminescence, 48 h | Potency, µM (highest dose often 46.1 µM), without a hit: top-dose activity, negative = less viability, hits mostly cytotoxic | actives 1.6% (n = 360,000) | AID 686970;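 further: NT is the 2HG producing partner of a matched IDH1 knockdown line; potency means the concentration at half of the fitted maximal effect; 0% = DMSO-treated cells and -100% = media-only wells without cells; nearly all actives have a fitted effect of over 55% in size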
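Toxicity toward the 2HG-producing NT line was scored as %Activity, normalised to DMSO and no-cell wells, from CellTiter-Glo luminescence after 48 hours' treatment.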
ATXN2 expr inh = reduces ATXN2 reporter expression in HEK-293 cells; Potency, µM (highest dose often 57 µM), without a hit: top-dose activity change, negative = inhibition, hits mostly inhibitors; actives 0.72% (n = 360,000); AID 1745845; HEK-293 ATXN2-luciferase reporter, luminescence, 24 h; further: potency means the concentration at half of the fitted maximal effect; on the % scale 0 is the no-effect control and ±100 the full control effect; nearly all actives have a fitted effect of over 55% in size
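ATXN2-luciferase reporter cells (luciferase flanked by upstream and downstream ATXN2 gene portions) were treated 24 h at 37 °C with compounds at up to 57 uM. SteadyGlo luminescence gave expression; GF-AFC fluorescence gave viability.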
MCF10A rerep = induces DNA re-replication in MCF 10a normal breast cells | MCF 10A DNA re-replication, Hoechst nuclear intensity, 48 h | Potency, µM (series often up to 46.1 µM), for the others: at the highest dose activity, positive = re-replication, most hits filed as activators | actives 2.9% (n = 350,000) | AID 624296; further: potency means the concentration at half of the fitted maximal effect; % of control where 0% means no effect; nearly all actives have a fitted effect of over 50% in size
KB-V1 MDR tox = kills drug-selected multidrug resistant KB-V1 cells; KB-V1 MDR cells viability, CellTiter-Glo, 72 h; Potency, µM (top dose mostly 46.1 µM), inactives show at the highest dose activity change, negative = cytotoxicity, actives largely listed as cytotoxic; AID 1347076; actives 3.4% (n = 400,000); further: potency means the concentration at half of the fitted maximal effect; on the % scale 0 is the no-effect control and ±100 the full control effect; nearly all actives have a fitted effect of over 60% in size
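Readout: CellTiter-Glo luminescence, 10 min after addition. Cells: KB-V1 MDR subline, 72 h at 37 degrees C with compound. Analysis: corrected, normalized data fitted to concentration-effect curves.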
KB-3-1 tox = KB-3-1 parental cell cytotoxicity; KB-3-1 viability, CellTiter-Glo ATP luminescence, 72 h; Potency, µM (series often up to 46.1 µM), for the others: top-dose activity change, negative = cytotoxic, most hits filed as cytotoxic; actives 1.4% (n = 400,000); AID 1347075; further: potency means the concentration at half of the fitted maximal effect; on the % scale 0 is the no-effect control and ±100 the full control effect; nearly all actives have a fitted effect of over 60% in size
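KB-3-1 parental drug-naive adenocarcinoma cells in DMEM/10% FBS, incubated 72 h at 37 C with pin-transferred compounds across a concentration series. Viability by CellTiter-Glo luminescence; concentration-response curves fitted after normalization.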
WRN inhibitor = blocks human WRN helicase; WRN helicase unwinding, fluorescent forked duplex, kinetic; Q14191; actives 0.46% (n = 360,000); Potency, µM (highest dose often 114 µM), for inactives: at the highest dose activity change, negative = inhibition, most hits filed as inhibitors; further: potency means the concentration at half of the fitted maximal effect; on the % scale 0 is the no-effect control and ±100 the full control effect; nearly all actives have a fitted effect of over 55% in size
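Screening of the MLSMR collection measured strand separation of a quenched forked DNA duplex (100 nM) by 20 nM WRN with 2 mM ATP, all final. Compounds were preincubated with enzyme 15 min at room temperature.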
SW480 rereplic = inducers of DNA re-replication in SW480 colon cancer cells | SW480 DNA re-replication, Hoechst DNA content imaging, 48 h | Potency, µM (doses to about 46.1 µM), inactives show top-dose re-replication activation, actives largely listed as activators | actives 1.8% (n = 340,000); further: potency means the concentration at half of the fitted maximal effect; % of control where 0% means no effect; nearly all actives have a fitted effect of over 55% in size
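Treated cells incubate 48 hr (37 C, 5% CO2), are stained 40 min with Hoechst, and nuclear fluorescence is enumerated; a rise in nuclei with high DNA signal marks re-replication.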
HT1080 IDH1KD tx = kills HT-1080 cells with IDH1 knockdown; HT-1080 IDH1 knockdown viability, ATP luminescence, 48 h; Potency, µM (highest dose often 46.1 µM), inactives show at the highest dose activity, negative = toxicity, actives largely listed as cytotoxic; actives 2% (n = 360,000); AID 686971;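 further: potency means the concentration at half of the fitted maximal effect; 0% = DMSO wells and -100% = cell-free medium wells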
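IDH1KD HT-1080 cells, 750/well, RPMI + 5% FBS; compound pinned after 2 h settling; 48 h, 37 °C; CellTiter-Glo luminescence; % activity normalised to DMSO and no-cell wells; curves fitted, classed by r2 and efficacy.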
IL-1B inflam inh = blocks inflammasome-driven IL-1 beta release; THP-1 LPS/ATP IL-1B secretion, AlphaLISA, 16 h; active compounds read low; activity change, % at 57.5 µM; actives 4.7% (n = 360,000); in the data active means activity change below about -50%; inconclusive means mostly about -30% to -49%; further: on the % scale 0 is the no-effect control and ±100 the full control effect
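Secreted IL-1B measured by AlphaLISA bead assay after 16 h compound exposure of THP-1 cells; compounds (final up to 57.5 uM) added 1 h before LPS (250 ng/mL) and ATP (1.25 mM) stimulation; lower signal means less secretion.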
* marks the source's active call; other numbers are inactive results; ? = inconclusive; . = not tested or not shown; [ ] = another dose, or the depositor's remark. Unless noted, the call rests on the fitted dose curve; in most records, active means well fitted curve in the direction sought with a large enough effect; inconclusive means small, poorly fitted or top-dose-only effect, or another doubt; inactive means no such curve, though single readings can be large; an effect the other way counts as inactive or inconclusive.

SMILES | HT1080NT lethal | ATXN2 expr inh | MCF10A rerep | KB-V1 MDR tox | KB-3-1 tox | WRN inhibitor | SW480 rereplic | HT1080 IDH1KD tx | IL-1B inflam inh
Cc1cc(NCc2ccccc2)c2ccccc2n1 | -15% | ? | 13% | -16% | ? | 5% | 1% | -21% | ?
O=C(NCCCN1CCOCC1)c1ccc(N2CCOCC2)c([N+](=O)[O-])c1 | 5% | 3% | 6% | . | . | -4% | -12% | 2% | 4
CCn1c(SCC(=O)N2CCCc3ccccc32)nc2c(c1=O)SC(C)C2 (stereo unspecified) | 5% | -24% | 12% | -11% | -19% | 7% | ? | -1% | 14
O=C(c1ccccc1SCc1ccc(F)cc1)N1CCOCC1 | 11% | -3% | -3% | -21% | 0% | -4% | 0% | 2% | -20
CCOc1ccc(NCc2nnc(SCC(=O)Nc3cc(C)on3)n2-c2ccccc2OC)cc1 | ? | ? | 77% | ? | -6% | 10% | ? | ? | 1
S=c1[nH]ncn1/N=C/c1ccccn1 | 5% | 8% | -4% | 7% | 7% | 0% | 1% | 2% | 3
O=C(NC(c1ccc2c(c1)OCO2)c1ccccn1)C1CCN(CCOc2ccccc2)CC1 (stereo unspecified) | -4% | 9% | . | 3% | 0% | 0% | . | -1% | -14
Cc1[nH]c2ccccc2c1C(=O)CN1CCCCC1C (stereo unspecified) | -5% | -5% | 14% | 8% | 3% | 7% | 12% | -3% | 0
O=C(NCC(O)c1nc2ccccc2[nH]1)c1ccc(Br)cc1 (stereo unspecified) | 26% | 8% | . | 21% | 0% | 1% | . | 0% | 1
CN(C)c1nc2sc3c(c2c(=O)n1C)CC(C)(C)OC3 | -2% | 29% | 17% | -10% | -2% | 0% | -3% | -4% | -12
O=C(NNC(=S)Nc1ccccc1)c1ccc(O)cc1 | 8% | . | -2% | 0% | -1% | 1% | -14% | 13% | -16
O=C(CNC(=O)c1ccc(Cl)cc1)Nc1ccccc1C(F)(F)F | 9% | . | 1% | 0% | 1% | -11% | -12% | -2% | -15
COC(=O)[C@H](Cc1c[nH]c2ccccc12)NC(=O)NCc1ccc(OC)c(OC)c1 | 6% | . | 1% | -12% | 1% | -25% | -52% | -3% | 15
O=C(COC(=O)c1cccnc1Cl)Nc1ccc2c(c1)OCO2 | -2% | 2% | -1% | ? | 23% | -3% | -3% | -1% | -8
COc1ccccc1CNC(=O)Cc1csc(NC(=O)Nc2ccccc2OC)n1 | 7% | -29% | ? | ? | -3% | -11% | 2% | 2% | 2
O=C(c1ccc(S(=O)(=O)N2CCOCC2)cc1)N(c1ccccn1)C1CCCCC1 | 1% | 3% | -7% | -27% | 0% | 2% | -3% | 11% | 10
O=C(COC(=O)C1CCN(S(=O)(=O)c2cccc3cccnc23)CC1)c1ccccc1 | 1% | 12% | -1% | ? | -1% | -6% | -4% | 15% | -6
O=C(NCC1CCCO1)c1cccc2ccccc12 (stereo unspecified) | 2% | 13% | 0% | -4% | -18% | -30% | -2% | 10% | 14
CCN1CCN(C(=O)CCS(=O)(=O)c2cc3c(cc2Cl)NC(=O)CO3)CC1 | 9% | -3% | 4% | -5% | 1% | 3% | 0% | 7% | 0
CN(C)c1ccc(CNC(=O)C2(C)Cc3c(-c4ccccc4)ccnc3O2)cc1 (stereo unspecified) | ? | -21% | . | ? | ? | 0% | . | ? | ?
CC(=O)Nc1ccc(-c2ccnc3c2CC(C(=O)Nc2cccc(N(C)C)c2)O3)cc1 (stereo unspecified) | ? | -9% | . | -13% | 0% | -1% | . | 12µM* | -19
COc1ccc(C(c2c(C)[nH]n(C(N)=S)c2=O)C(C#N)C#N)cc1 (stereo unspecified) | 21% | -2% | ? | 2% | 23% | -15%[57.1 µM] | ? | 8% | -28
Cc1ccc(C)c(NC(=O)CSc2nnc(NC(=O)C3CC3)s2)c1 | -3% | -4% | 0% | -2% | -16% | -26% | -12% | -4% | -2
Nc1nc(SCC(=O)N2CCN(c3ccccc3)CC2)n[nH]1 | 12% | -3% | 4% | ? | 1% | 7% | -8% | 25% | -13
CC(=NNc1ccccc1)C(C)=NNc1ccccc1 | 6% | 4% | 14% | 1% | -1% | 2% | -2% | 16% | -4

The listing continues.
SMILES | HT1080NT lethal | ATXN2 expr inh | MCF10A rerep | KB-V1 MDR tox | KB-3-1 tox | WRN inhibitor | SW480 rereplic | HT1080 IDH1KD tx | IL-1B inflam inh
O=C(Cn1cc([N+](=O)[O-])cn1)Nc1nccs1 | 9% | . | -2% | -1% | 9% | -1% | -6% | 9% | -8
CN1CCN(C2Cc3ccccc3Sc3cc(C(F)(F)F)ccc32)CC1 (stereo unspecified) | 16µM* | ? | ? | -5% | -21% | -1% | ? | 21µM* | -98*
O=C(Nc1ccc2c(c1)OCO2)c1cnn2c(C(F)(F)F)cc(-c3ccco3)nc12 | 5% | -4% | -1% | -9% | -10% | -5% | 0% | 2% | 32
COc1cccc(C2c3[nH]c4ccccc4c3CCN2C(=O)Cn2cncn2)c1OC (stereo unspecified) | -12% | 5% | -2% | ? | 0% | -4% | -10% | -10% | -15
CN(Cc1nc(-c2ccc(C(F)(F)F)cc2)no1)C1CCOCC1 | 9% | -3% | 1% | ? | 14% | 2% | -4% | 9% | 25
Cc1ccc(NC2=NC(c3ccc(C)cc3)n3c(nc(C)cc3=O)N2)cc1 (stereo unspecified) | 0% | -1% | 9% | -2% | -3% | 14% | -3% | -15% | 9
COc1ccc(-c2cn(Cc3ccc(C(=O)NCc4ccc(C)cc4)cc3)c(C(C)N)n2)cc1 (stereo unspecified) | -8% | -20% | 17% | 3% | -4% | 3% | 21% | -5% | ?
O=C(Nc1ccccc1)C1=C[C@@H](c2ccc(C(F)(F)F)cc2)C[C@@H](OCc2ccc(CO)cc2)O1 | ? | ? | ? | -12% | ? | -1% | ? | -27% | -22
COC(=O)[C@H](Cc1ccccc1)NC(=O)C1(OC(C)=O)CC(OC(C)=O)C(OC(C)=O)C(OC(C)=O)C1 (stereo partly specified) | 14% | 15% | -2% | -7% | 6% | 2% | -2% | 12% | 1
Cc1ccc(S(=O)(=O)N2CCCC(C(=O)Nc3ccc(NC(=O)c4ccccn4)cc3)C2)cc1 (stereo unspecified) | 0% | 11% | 35% | -6% | -13% | -12% | 1% | -7% | 0
COc1ccc(CCNC(=O)Cn2cnc3c(nnn3Cc3ccccc3F)c2=O)cc1OC | -5% | 0% | -4% | 8% | -5% | -9% | 3% | 0% | 19
COc1ccc(NC(=O)C2CC(c3ccc(OC)c(OC)c3)=NO2)cc1OC (stereo unspecified) | 4% | 1% | 13% | -3% | 0% | -4% | -2% | 3% | -4
CC(OC(=O)Cn1[nH]c(=O)c2ccccc2c1=O)C(=O)Nc1ccc(F)cc1Cl (stereo unspecified) | -3% | 3% | 9% | -4% | 0% | -4% | 0% | 3% | 5
CCCCN(CC)Cc1c(O)ccc2c3c(c(=O)oc12)CCC3 | 5% | . | 18% | -7% | 1% | 2% | -1% | 4% | -8
Fc1ccccc1C(c1nnnn1Cc1ccc2c(c1)OCO2)N1CCN(Cc2ccccc2)CC1 (stereo unspecified) | -11% | 3% | -2% | ? | 1% | 3% | 5% | -11% | -19
Cc1nc2ccc([N+](=O)[O-])cc2c(=O)n1Cc1ccc(Br)cc1 | -1% | -7% | 3% | -11% | 14% | 9% | -1% | 4% | 24
Cn1c(SCC(=O)NC(=O)NCc2ccccc2)nnc1C(F)(F)F | -3% | 3% | -1% | 22% | 4% | -33% | 1% | -3% | 14
